ERAP1 inh: human ERAP1 aminopeptidase inhibitors, primary screen, biochemical, single point, plate reader. Endoplasmic reticulum aminopeptidase 1 (Homo sapiens), Q9NZ08. recombinant ERAP1, Leu-AMC fluorescence, 60 min. inhibition, % at 10.7 µM. actives 0.15% (n = 340,000);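 active = mean replicate inhibition of at least 30%, or all replicates individually reaching that 30% level; inactive = mean below 30% and not every replicate reaching it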;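 note: 0% = neutral control wells and 100% = L-leucinethiol positive control wells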
ERp5 inh: inhibitors of ERp5-driven insulin aggregation, primary screen, biochemical, turbidity, absorbance 650 nm, single point | Protein disulfide-isomerase A6 (Homo sapiens), Q15084 | 90 min | inhibition, % at 9.99 µM | actives 0.05% (n = 350,000);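 active = mean replicate inhibition above about 25%, with every replicate also reaching it, limit read from the data, passing the limit was not always enough; inconclusive = only one of those two criteria met; inactive = neither criterion met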
Target sequence (Q15084 whole entry, looked up): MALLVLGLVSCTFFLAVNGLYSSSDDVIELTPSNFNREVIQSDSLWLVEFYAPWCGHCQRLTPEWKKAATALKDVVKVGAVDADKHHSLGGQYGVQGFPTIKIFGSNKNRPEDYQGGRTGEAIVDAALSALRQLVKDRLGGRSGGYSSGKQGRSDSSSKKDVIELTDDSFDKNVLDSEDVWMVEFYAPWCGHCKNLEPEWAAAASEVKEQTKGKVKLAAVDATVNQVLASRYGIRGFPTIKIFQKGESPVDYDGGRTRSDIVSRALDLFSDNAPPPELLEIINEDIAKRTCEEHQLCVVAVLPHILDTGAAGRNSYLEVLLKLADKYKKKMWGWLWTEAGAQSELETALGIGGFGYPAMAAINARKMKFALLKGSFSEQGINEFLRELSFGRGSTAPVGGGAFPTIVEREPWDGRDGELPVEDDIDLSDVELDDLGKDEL
Casp6 inh: human caspase-6 inhibitors, primary screen, biochemical, VEID-R110 fluorescence, single point, set 2; actives 0.53% (n = 350,000); purified caspase-6, Z-VEID-R110 cleavage fluorescence; inhibition, % at 12.5 µM; P55212; AID 686996, 2013;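 active = mean inhibition across replicates at least about 35%, with every replicate also reaching that limit, limit read from the data; inconclusive = only one of the two criteria met; inactive = neither criterion met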;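 note: 0% = median of neutral control wells and 100% = no fluorescence left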
Target sequence (P55212 24-179 limits assumed): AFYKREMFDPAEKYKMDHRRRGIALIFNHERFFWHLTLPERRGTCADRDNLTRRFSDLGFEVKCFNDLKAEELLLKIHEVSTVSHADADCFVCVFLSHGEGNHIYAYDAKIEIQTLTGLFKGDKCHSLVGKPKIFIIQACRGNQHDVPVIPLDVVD
Target sequence (P55212 194-293 limits assumed): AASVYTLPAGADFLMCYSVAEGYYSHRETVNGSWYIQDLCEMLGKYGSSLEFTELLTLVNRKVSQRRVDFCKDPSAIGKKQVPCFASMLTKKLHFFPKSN
DENV2 CPE: inhibitors of DENV2 cytopathic effect, primary screen, cell-based, plate reader, single concentration. DENV2-infected cells, cytopathic effect rescue. CPE inhibition, % at 9.99 µM. actives 1.7% (n = 350,000). AID 651640, 2012; in the data active = CPE inhibition above about 20%, passing the limit was not always enough; inconclusive = no clear call, values can overlap the other calls; tested in BHK-21 cells;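 note: 0% = median of neutral control wells and 100% = median of positive control wells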
SIRT5 inh: SIRT5 desuccinylase inhibitors, primary screen, biochemical, fluorescence imaging, single point, set 5. NAD-dependent protein deacylase sirtuin-5, mitochondrial (Homo sapiens), Q9NXA8. actives 1.1% (n = 330,000). inhibition, % at 15 µM. AID 652115, 2013. Purified SirT5, succinyl-peptide AMC, trypsin-coupled fluorescence; in the data active = inhibition above about 15%; inconclusive = no clear call, values can overlap the other calls
Target sequence (Q9NXA8 whole entry, looked up): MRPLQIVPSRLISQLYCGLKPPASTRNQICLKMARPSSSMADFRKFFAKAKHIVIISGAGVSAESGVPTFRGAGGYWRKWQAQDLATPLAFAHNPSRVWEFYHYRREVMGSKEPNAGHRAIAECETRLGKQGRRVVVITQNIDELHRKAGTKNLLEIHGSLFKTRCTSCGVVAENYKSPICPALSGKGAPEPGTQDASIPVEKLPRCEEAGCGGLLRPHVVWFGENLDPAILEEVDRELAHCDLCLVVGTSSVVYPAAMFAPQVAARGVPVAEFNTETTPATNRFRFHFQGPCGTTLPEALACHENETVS
F508del corr: F508del CFTR correction, initial screen, CFBE line, single point | AID 720511, 2013 | actives 0.36% (n = 350,000) | CFBE cells, YFP halide quenching; stimulated with forskolin plus potentiator P3; % fluorescence drop versus neutral controls | activity (quench increase), % at 7.58 µM;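 active = mean added fluorescence quench of at least 8% versus neutral control, with both replicates also reaching 8%; inconclusive = only one of the mean or replicate conditions met; inactive = mean below 8% and not both replicates reaching 8%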;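 note: cells transiently co-express mutant CFTR-F508del with the halide-sensitive YFP; corrector assay measuring rescue of mutant channel to the surface after 24 h compound exposure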
miR-122 sensor: miR-122 Renilla sensor signal increase in Huh7, primary screen, miR-122 inhibitor project, cell-based, single point, plate reader. Huh7 miR-122 Renilla luciferase sensor, 48 h; neutral wells = 0, positive control = 100. activation (reporter increase), % at 12.5 µM. actives 0.3% (n = 340,000);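 active = mean replicate activation score at least 90 and every replicate individually at or above 90; inconclusive = only one of the two criteria met; inactive = neither criterion met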;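 note: higher luciferase means less miR-122 activity so hits act as miR-122 inhibitors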
Active calls of the source: *; ? = inconclusive; . = no result given; [ ] = dose if it differs, or a comment.

[1] O=C(N/N=C/c1ccncc1)c1ccc2c(c1)OCO2
[2] Cc1ccc(NC(=S)NNC(=O)CSc2nnc(-c3ccc(Cl)cc3)n2C2CCCCC2)cc1
[3] Cc1ccc(S(=O)(=O)n2cnc3cc([N+](=O)[O-])ccc32)c(C)c1
[4] Cc1ccc(S(=O)(=O)N[C@@H]2CC[C@H](CCn3cc(-c4ccccc4F)nn3)O[C@@H]2CO)cc1
[5] CC(C)(O)C#Cc1ccc(CNC[C@H]2O[C@@H](n3cnc4c(=O)[nH]c(N)nc43)[C@H](O)[C@@H]2O)s1
[6] COc1cc([N+](=O)[O-])ccc1NC(=O)COC(=O)CCS(=O)(=O)c1ccc(C)cc1
[7] CC=Cc1ccc2n(c1=O)C[C@@H]1[C@@H](CO)[C@H](C(=O)NCc3ccc(F)cc3)[C@H]2N1S(C)(=O)=O (mixture of isomers)
[8] COc1cc2cc(C(c3nnnn3Cc3ccc(F)cc3)N3CCCCCC3)c(=O)[nH]c2cc1OC (configuration not stated)
[9] CCN1C(=O)C(=Cc2cccc(OC)c2Oc2ccc([N+](=O)[O-])cc2[N+](=O)[O-])SC1=S
[10] O=c1c2ccccc2nc(-c2ccc(Cl)cc2Cl)n1O

assay / compound	1	2	3	4	5	6	7	8	9	10
ERAP1 inh	4	1	-5	4	.	-7	1	-1	-6	-6
ERp5 inh	-1	?	-1	2	0	-2	-1	2	1	7
Casp6 inh	-2	1	1	1	19	4	0	-30	-1	0
DENV2 CPE	-3	0	3	-3	-6	8	0	1	-1	-2
SIRT5 inh	-5	-3	1	-6	-6	-1	-31	0	-8	1
F508del corr	-2.8	.	-0.8	2.2	0.4	4.2	-1.6	2.4	-1.1	-1.1
miR-122 sensor	2	.	.	.	5	.	-1[16.7 µM]	.	-1	.

Only ERAP1 inh and SIRT5 inh, for 3 of the compounds above:
#	canonical_smiles	ERAP1 inh	SIRT5 inh
5	CC(C)(O)C#Cc1ccc(CNC[C@H]2O[C@@H](n3cnc4c(=O)[nH]c(N)nc43)[C@H](O)[C@@H]2O)s1	.	-6
6	COc1cc([N+](=O)[O-])ccc1NC(=O)COC(=O)CCS(=O)(=O)c1ccc(C)cc1	-7	-1
7	CC=Cc1ccc2n(c1=O)C[C@@H]1[C@@H](CO)[C@H](C(=O)NCc3ccc(F)cc3)[C@H]2N1S(C)(=O)=O (mixture of isomers)	1	-31

More entries.
[11] O=C(O)c1ccc(N2C(=O)CC(SC(=NCc3ccc4c(c3)OCO4)Nc3ccc(F)cc3)C2=O)cc1 (configuration not stated)
[12] O=C1C(Nc2ccc(O)cc2)=C/C(=N/S(=O)(=O)c2cccs2)c2ccccc21
[13] COc1ccc2c3c([nH]c2c1)[C@@H](CO)N(C(C)=O)CC31CN(C(=O)CN2CCOCC2)C1
[14] Cc1sc2ncnc(N3CCC(C(=O)N(C)CC(=O)Nc4cccc(F)c4)CC3)c2c1C
[15] COc1cccc(-c2ccnc3[nH]n(-c4ccccc4)c(=O)c23)c1
[16] CC(C)N(C[C@@H]1[C@@H](c2ccccc2)[C@@H](CO)N1S(C)(=O)=O)C(=O)CN(C)C
[17] Cc1csc(CN(C)C(=O)CC2C(=O)NCCN2Cc2ccc(F)c(F)c2)n1 (configuration not stated)
[18] COc1ccc(-c2cnc3c(c2)C(=O)N([C@H](C)CO)C[C@@H](C)[C@@H](CN(C)C)O3)cc1
[19] O=C(NCCN1CCN(c2ccccc2)CC1)C1CCN(S(=O)(=O)c2cccc3nsnc23)CC1
[20] O=C(CCC(=O)c1cccs1)OCC(=O)c1ccccc1

assay / compound	11	12	13	14	15	16	17	18	19	20
ERAP1 inh	-16	0	4	5	2	.	-2	-3	-2	11
ERp5 inh	1	1	6	5	1	9	9	1	3	-16
Casp6 inh	4	99*	0	1	-2	.	2	-2	-1	3
DENV2 CPE	.	0	0	17	4	-5	-2	12	.	5
SIRT5 inh	-1	-4	-2	.	-4	-2	-2	3	-1	2
F508del corr	-1.6	-2.4	1.0	2.6	-2.2	-2.7	-0.3	1.8	-0.8	-3.3
miR-122 sensor	.	.	.	-8	-4	8[16.7 µM]	.	57[16.7 µM]	.	.

[21] COc1ccc(NC(=O)Cc2cccs2)cc1S(=O)(=O)N1CCCCC1
[22] COc1ccccc1CNC(=O)C1CCN(S(=O)(=O)c2ccc3c(c2)C(C)(C)C(=O)N3C)CC1
[23] CCC(=O)N(C)C[C@@H]1Oc2cc(C#CC3CCCC3)ccc2S(=O)(=O)N([C@@H](C)CO)C[C@H]1C
[24] Cc1ccc(-n2nnnc2SCC(=O)NC2CCS(=O)(=O)C2)c(C)c1 (configuration not stated)
[25] C[C@@H]1CN([C@H](C)CO)C(=O)c2cc(NS(=O)(=O)c3cn(C)cn3)ccc2O[C@H]1CN(C)Cc1ccc(Cl)c(Cl)c1
[26] CN(C)C1CN(Cc2cn(Cc3ccc(Cl)cc3)nn2)S(=O)(=O)C1 (configuration not stated)
[27] COc1ccccc1C(=O)Nc1ccc2c(c1)C(=O)N(C)[C@H]1CC[C@H](CC(=O)Nc3cccc(C(C)C)c3)O[C@@H]1CO2
[28] C/C(CC(=O)Nc1ccc(C)cc1C)=N\NC(=O)C(C)C
[29] CCOC(=O)c1cc(CC)sc1NC(=O)c1cc(OC)c(OC)c(OC)c1
[30] COc1ccc(C2C(C#N)=C(N)OC3=C2C(=O)CCC3)cc1Cn1cc([N+](=O)[O-])cn1 (configuration not stated)

assay / compound	21	22	23	24	25	26	27	28	29	30
ERAP1 inh	-2	1	1	2	1	-3	2	3	-3	5
ERp5 inh	-13	0	-4	-1	1	-2	2	2	-6	-5
Casp6 inh	2	3	-1	1	4	-1	-3	-1	0	3
DENV2 CPE	9	?	12	.	18	-3	-4	9	.	-2
SIRT5 inh	-3	-4	6	-1	0	-4	19*	-2	3	-2
F508del corr	0.5	-0.6	0.2	1.2	2.1	1.3	.	1.6	.	0.2
miR-122 sensor	23	-1	0[16.7 µM]	0	5[16.7 µM]	.	.	.	2	.

[31] Cn1nc(C(=O)NCCc2ccc(S(N)(=O)=O)cc2)c2ccccc2c1=O
[32] CN(C)c1ccc(CNC(=O)C2CCC(CNc3c(N4CCCCC4)c(=O)c3=O)CC2)cc1 (configuration not stated)
[33] CN1c2ccc(-c3cccc(F)c3)cc2[C@H]2[C@H](CCN2S(=O)(=O)c2cccc(F)c2)[C@H]1CO
[34] C#CCn1c(=NC(=O)c2ccc(Cl)s2)sc2cccc(OC)c21
[35] COCCn1c(=NC(=O)c2ccc(S(=O)(=O)N3CCc4ccccc4C3)cc2)sc2cc(S(N)(=O)=O)ccc21
[36] CCOc1ccc(/C=N/NC(=O)c2nnn(-c3nonc3N)c2-c2ccc(OCC)cc2)cc1
[37] CCc1cccc(NC(=O)C2CCN(S(=O)(=O)c3c(C)noc3C)CC2)c1
[38] CC(C)(C)n1ncc2c(=O)n(Cc3cccc(Cn4cnc5c(cnn5C(C)(C)C)c4=O)c3F)cnc21
[39] O=C(O)c1ccccc1C(=O)OC1CC2CCC1C2 (configuration not stated)
[40] CCc1cc(=O)[nH]c(-n2[nH]c(-c3ccccc3)cc2=O)n1

assay / compound	31	32	33	34	35	36	37	38	39	40
ERAP1 inh	-6	3	0	30*	0	0	1	-1	-5	0
ERp5 inh	5	0	2	-1	-5	0	-2	0	13	4
Casp6 inh	0	1	2	-2	4	-1	2	1	0	2
DENV2 CPE	1	-1	8	16	-6	-1	0	-4	-1	18
SIRT5 inh	-2	3	2	4	-3	0	.	.	.	-3
F508del corr	3.1	1.8	-0.2	-1.5	2.3	-0.4	-1.4	2.7	-6.1	1.0
miR-122 sensor	-6	-5	?	-1	.	-1	.	.	.	-3

[41] COc1ccc(CCCNC(=O)C2Cc3c(-c4cccc(C(N)=O)c4)ccnc3O2)cc1 (configuration not stated)
[42] COc1ccc(NC(=O)N(C)C[C@H]2OCCCC[C@@H](C)Oc3ccc(NC(=O)NC(C)C)cc3C(=O)N([C@@H](C)CO)C[C@H]2C)cc1
[43] CC(=O)Nc1cccc(-c2ccnc3c2CC(C)(C(=O)Nc2ccccc2)O3)c1 (configuration not stated)
[44] Cc1cc(C)c(NC(=O)CSc2nnc(CN3CCOCC3)n2C)c(C)c1
[45] O=C(CCS(=O)(=O)c1ccc2c(c1)NC(=O)CS2)NCCc1ccccc1
[46] C[C@@H]1CN([C@H](C)CO)C(=O)c2cccc(NS(C)(=O)=O)c2O[C@@H]1CN(C)S(C)(=O)=O
[47] O=C(Nc1ccccc1F)Nc1ccccc1N1CCCCC1
[48] CCSCc1nnc(SCC(=O)Nc2nccs2)n1CC
[49] O=C(NCC1CCCCC1)c1ccc(Br)o1
[50] C[C@H]1CN([C@@H](C)CO)C(=O)c2cc(-c3ccc(C#N)cc3)cnc2O[C@H]1CN(C)C(=O)c1ccccc1

assay / compound	41	42	43	44	45	46	47	48	49	50
ERAP1 inh	10	2	-4	0	2	0	5	0	1	6
ERp5 inh	1	-2	-1	2	2	2	-1	3	-1	-2
Casp6 inh	3	2	2	2	0	-1	1	2	0	2
DENV2 CPE	4	9	?	4	17	?	2	.	2	3
SIRT5 inh	-1	11	.	0	-2	0	-1	10	-3	0
F508del corr	2.4	0.8	-0.4	-0.8	-2.3	-4.2	.	0.3	-0.4	-3.2
miR-122 sensor	5	1[16.7 µM]	19	-3	1	-4[16.7 µM]	3	.	8	2[16.7 µM]

[51] Cn1ccnc1SCC(=O)c1ccc2ccccc2c1
[52] CCCNC(=O)N(C)C[C@@H]1Oc2cc(C#C[C@@H](C)O)ccc2S(=O)(=O)N([C@@H](C)CO)C[C@H]1C
[53] C[C@@H]1CN([C@@H](C)CO)C(=O)c2cccc(NC(=O)Nc3ccc4c(c3)OCO4)c2O[C@@H]1CN(C)CC1CC1
[54] Cc1ccc(S(=O)(=O)Nc2ccc3c(c2)C(=O)N([C@H](C)CO)C[C@@H](C)[C@H](CN(C)C(=O)Nc2ccc4c(c2)OCO4)OCCCC[C@H](C)O3)cc1
[55] C/C(=N\OCc1ccc(C#N)cc1)c1ccc(S(=O)(=O)N(C)C)cc1
[56] CCC(=O)Nc1ccc2c(c1)C(=O)N(C)C[C@H](OC)[C@@H](C)CN(C(=O)COC)[C@@H](C)CO2
[57] Cc1ccccc1C(=O)NC(=S)Nc1cccc(NC(=O)C(C)C)c1
[58] C/C(=N\NC(=O)C(O)c1ccccc1)c1ccc(Cl)cc1 (configuration not stated)
[59] Cc1cc(C)n(Cc2ccc(F)cc2)c(=O)c1C#N
[60] CCn1c(CNC(=O)Cc2ccc(OC)cc2)nnc1SCC(=O)c1ccc(Br)cc1

assay / compound	51	52	53	54	55	56	57	58	59	60
ERAP1 inh	2	0	-3	0	-1	1	-4	-3	-6	0
ERp5 inh	0	-3	7	2	1	-8	-1	-7	-6	-3
Casp6 inh	2	1	-2	3	0	-3	1	2	2	0
DENV2 CPE	-6	19	-4	-7	-4	5	0	-1	-5	-6
SIRT5 inh	-2	0	.	1	-2	.	-4	0	1	-2
F508del corr	-0.7	-2.3	3.4	-0.5	0.3	0.4	4.8	1.9	0.4	1.9
miR-122 sensor	.	9[16.7 µM]	.	.	.	.	.	.	3	2

Two compounds drawn at random from the list so far:
[17] Cc1csc(CN(C)C(=O)CC2C(=O)NCCN2Cc2ccc(F)c(F)c2)n1 (configuration not stated)
[29] CCOC(=O)c1cc(CC)sc1NC(=O)c1cc(OC)c(OC)c(OC)c1

assay / compound	17	29
ERAP1 inh	-2	-3
ERp5 inh	9	-6
Casp6 inh	2	0
DENV2 CPE	-2	.
SIRT5 inh	-2	3
F508del corr	-0.3	.
miR-122 sensor	.	2
